High-throughput results: PubChem BioAssay, ICCB-Longwood Screening Facility, Harvard Medical School
Polio RdRp inh = poliovirus RNA polymerase inhibition. actives 0.66% (n = 150,000). poliovirus polymerase elongation, fluorescence polarization; hits give low values. AID 588519. % elongation, % (compound at 16.7 µg/mL). P03300; in the data active = % elongation below about 90%; also: some results filed as inactive read as strong as hits
Target sequence (P03300 1749-2209 limits assumed): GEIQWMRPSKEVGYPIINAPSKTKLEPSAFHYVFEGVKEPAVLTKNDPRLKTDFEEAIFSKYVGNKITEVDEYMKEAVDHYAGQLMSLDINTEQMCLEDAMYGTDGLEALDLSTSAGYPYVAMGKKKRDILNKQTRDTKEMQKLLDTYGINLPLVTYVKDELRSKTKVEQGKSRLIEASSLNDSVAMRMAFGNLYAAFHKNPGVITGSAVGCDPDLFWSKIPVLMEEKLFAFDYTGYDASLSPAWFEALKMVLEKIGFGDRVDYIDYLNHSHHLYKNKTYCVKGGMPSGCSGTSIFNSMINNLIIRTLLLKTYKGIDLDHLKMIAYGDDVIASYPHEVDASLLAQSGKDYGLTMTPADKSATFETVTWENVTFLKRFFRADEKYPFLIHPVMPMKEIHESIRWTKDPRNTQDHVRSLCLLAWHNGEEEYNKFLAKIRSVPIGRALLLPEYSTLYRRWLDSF
Polio RdRp inh FP z-score = also measured in Polio RdRp inh; calls as there; z-score; measured here: FP z-score; hits read low
* = called active by the depositor; & = joins results of further samples.

SMILES	Polio RdRp inh	Polio RdRp inh FP z-score
Cc1noc(C)c1COC(=O)c1cc(S(=O)(=O)N(C)c2ccc(F)cc2)ccc1Cl	106	0.8
Cc1ccc(-c2noc(CCC(=O)N3CCCCC3c3nc4ccccc4s3)n2)cc1 (stereo unspecified)	101	-0.4
CCCCN1C(SCC(=O)NCCC)=NS(=O)(=O)c2ccccc21	100	-0.4
O=S(=O)(NCc1ccc2c(c1)OCO2)c1cccc2nsnc12	101	0
Cc1ccc(CSc2nc3cccnc3n2Cc2ccc(C(=O)NC3CCCCC3)cc2)cc1	118	1.2
C=CCN(C(=O)c1cc2c(-c3ccc(OC)c(OC)c3)nn(C)c2s1)c1ccccc1	102	0.2
CCN[C@H]1C[C@H](C)S(=O)(=O)c2sc(S(N)(=O)=O)cc21	101	0.5
CC(C)Nc1ccc(-c2nc(-c3ccncc3)no2)cc1[N+](=O)[O-]	110	0.4
CC1(C)Cc2ccccc2C(N2CCOCC2)=N1	102	0
COc1ccc(CCN=C=S)cc1	77*	-2.6*
Cc1ccc(C(O)CCC(=O)O)cc1 (stereo unspecified)	99	-0.7
CN1C(C(=O)c2ccccc2)=C(NC(=O)c2ccc(F)cc2)c2ccccc2S1(=O)=O	103	-0.5
O=C(CCSc1ccccc1)NCc1ccco1	106	0.4
CCc1sc(NC(=O)CN2CCCC2)nc1-c1ccccc1	100	-0.1
Cc1cc(C)cc(N(C(C)C(N)=O)S(C)(=O)=O)c1 (stereo unspecified)	98	-0.6
COC(CNC1=CC(=O)OC12CCCCC2)OC	100	-0.1
COC(=O)c1c(NC(C)=O)c2c3c(sc2n1Cc1cc(C)ccc1C)CCCC3	106	0.1
CCOC(=O)c1c(NC(=O)/C=C/c2ccc(OCC)cc2)sc2c1CCCC2	107	0.6
O=C(NCCCc1ccco1)c1ccc(Cn2c(SCc3ccccc3)nc3cccnc32)cc1	102	0.1
O=C(NCc1ccccc1)c1ccccc1	103	0
N#Cc1ccc(Sc2ccc(C#N)c(C#N)c2)cc1C#N	100	-0.1
Cc1n[nH]c(C)c1CN	102	0.2
O=C(N=C1SCCN1CC(O)c1ccccc1)c1ccccc1 (stereo unspecified)	100	-0.3
NC1=NC(=O)CC(C(=O)Nc2ccccc2)S1 (stereo unspecified)	103	0.6
COC(=O)c1cc2c(cc1N)OCCO2	99	-1.2
Cc1cc(C)n(-c2nc3cc(Cl)ccc3nc2NCc2ccc(F)cc2)n1	102	-0.2
CCN1C(=O)c2ccccc2S(=O)c2ccc(C(=O)NCc3ccc(F)cc3)cc21 (stereo unspecified)	108	0.3
O=C(Nc1cccc(N2CCCC2=O)c1)C1CCN(C(=O)/C=C/c2ccccc2)CC1	92	-1.3
CC(=O)NNc1ncnc2c1cnn2-c1ccc(F)cc1	102	0.4
COc1ccc(C(CC(=O)Nc2ccc(F)c(Cl)c2)N2Cc3ccccc3C2=O)cc1OC (stereo unspecified)	108	0.2
CCc1ccc(NC(=O)C(C)OC(=O)c2ccc(C#N)cc2)cc1 (stereo unspecified)	103	0.8
Nn1c(SCC(=O)Nc2cccc(Br)c2)nnc1C1CC1	109	0.5
CC(OC(=O)C1=NNC(=O)CC1)C(=O)Nc1cccc(Cl)c1 (stereo unspecified)	101	-0.3
COc1cc(NC(=O)c2ccc(C)cc2)ccc1NC(=O)c1cc2ccccc2o1	105	0
O=C(Nc1cccc(Cl)c1)Nc1nc(-c2ccc(OC(F)(F)F)cc2)no1	100	-0.9
c1ccc2c(c1)CCN2c1ncnc2c1nc1n2CCCCC1	102	0.2
CCc1nn2c(=O)cc(COc3cccc(NC(=O)C45CC6CC(CC(C6)C4)C5)c3)nc2s1	101	0
COc1cccc(C=C2C(=O)c3ccccc3C2=O)c1OC(C)C	99	-0.5
COc1ccc(OC)c(S(=O)(=O)N2CCN(c3ncccn3)CC2)c1	100	-1
COc1ccc(N2CCN(C(=O)CCCCn3c(=O)[nH]c4ccsc4c3=O)CC2)cc1	107	0.5
COC(=O)c1sc(SC)c(C#N)c1-c1cccc(Cl)c1	104	-0.2
CCN(C(=O)c1sc2nc3n(c(=O)c2c1C)CCCCC3)c1ccc(OC)cc1	111	0.9
COc1ccc(NC=O)c2ncccc12	101	0.3
Cc1nnsc1-c1noc(C)c1-c1nc(-c2cc(C(F)(F)F)cc(C(F)(F)F)c2)no1	104	0.7
COC(=O)CNc1ccc(C)c(C)c1	102	0.2

Structures above containing two or more sulfur atoms (four):
SMILES	Polio RdRp inh	Polio RdRp inh FP z-score
CCCCN1C(SCC(=O)NCCC)=NS(=O)(=O)c2ccccc21	100	-0.4
O=S(=O)(NCc1ccc2c(c1)OCO2)c1cccc2nsnc12	101	0
CCN[C@H]1C[C@H](C)S(=O)(=O)c2sc(S(N)(=O)=O)cc21	101	0.5
COC(=O)c1sc(SC)c(C#N)c1-c1cccc(Cl)c1	104	-0.2

Next section.
SMILES	Polio RdRp inh	Polio RdRp inh FP z-score
CN(CC(=O)Nc1cccc2ccccc12)Cc1nc2ccccc2c(=O)[nH]1	98	-0.3
CCSc1nnc(NC(=O)/C=C/c2ccco2)s1	103	0
O=C(NCc1ccccc1Cl)C(=O)NCC(c1ccco1)S(=O)(=O)c1cccs1 (stereo unspecified)	113	1.3
COc1ccccc1NC(=O)CSC(=O)c1ccccc1	101	-0.4
CC(C)NC(=O)CCSc1ccc(Cl)cc1	101	-0.2
COc1ccc2nc(NC(=O)c3nc(SCc4cccc(C)c4)ncc3Cl)sc2c1	103	-0.6
CCOC(=O)c1ccc(NC(=O)C2CCN(C(=O)N3CC(C)Oc4ccc(C)cc43)CC2)cc1 (stereo unspecified)	100	-1.1
COc1ccc(CN(C)C(=O)C2CC(=O)N(C3CCCC3)C2)cc1F (stereo unspecified)	102	-0.3
CC(C)n1cc(-c2noc(-c3ccccc3Cl)n2)c(=O)n(Cc2ccccc2)c1=O	101	-0.5
c1ccc(CCNCc2ccccc2)cc1	104	0
COc1cc(=O)[nH]c(SC(C)C(=O)Nc2ccccc2)n1 (stereo unspecified)	100	-0.4
Cc1ccc(-c2nn3c(C)nnc3c3ccccc23)cc1S(=O)(=O)NCCO	101	-0.5
O=C(NC1=NCCCCC1)c1cccc2ccccc12	101	-0.6
O=c1oc2ccccc2c2oc3cc(O)c(O)cc3c12	100	-0.4
Cc1cc(NC(=O)NCc2ccccc2)no1	100	-0.9
O=C(CN(C(=O)C1CSC(=O)C1)c1ccccc1F)NCc1ccc2c(c1)OCO2 (stereo unspecified)	103	0.4
N#Cc1ccc(NC(=O)CN2C(=O)CCC2=O)cc1	102	0.1
Cc1cc(C)c(NC(=O)Cn2c(=O)n(Cc3ccc(C(=O)NCc4ccc5c(c4)OCO5)cc3)c(=O)c3ccccc32)c(C)c1	107	0.3
COc1ccc(-c2nn(-c3ccc(C)c(Cl)c3)c3c2cnc2cc(OC)c(OC)cc23)cc1	108	0.4
COC(=O)C1=C(C)NC(C)=C(C(=O)OC)C1	101	-0.5
CCc1ccc(-n2nc3cc(C)c(NC(=O)c4cc(OC)cc(OC)c4)cc3n2)cc1	110	1.4
O=C(NCCc1cnc[nH]1)c1cccs1	101	-0.4
CC(Oc1ccc(Cl)cc1Cl)C(=O)NCCCn1ccnc1 (stereo unspecified)	101	-0.5
N#CCc1nnc2n1CCCCC2	103	0.5
Cc1ccc(OCC(=O)Oc2ccc(C)cc2)cc1	99	-0.4
N#Cc1nncn1CN1CCN(S(=O)(=O)c2cc(C(F)(F)F)cc(C(F)(F)F)c2)CC1	103	-0.2
CCOC(=O)C1CCN(C(=O)CCCn2nc(-c3ccccc3)c3ccccc32)CC1	104	0.3
CCOC(=O)C1=CN(c2ccc(C)c(C)c2)C=C(C(=O)OCC)C1c1ccccc1F	101	-0.1
O=C(c1cccc(F)c1F)N1CCCCC1	104	0
O=C1c2ccccc2C(=O)c2c1oc1c3c(ccc21)OCN(CC1CCCO1)C3 (stereo unspecified)	88*	-2*
COc1ccc(CCC(=O)Nc2ccc(S(=O)(=O)N(C)C)cc2)cc1OC	99	-0.5
Cc1cccc(N2CCN(C(=O)C3CCCN(S(=O)(=O)c4cccc5nonc45)C3)CC2)c1C (stereo unspecified)	103	0.5
N=C(N)c1ccc(Cl)cc1	107	1.2
Cc1cc(-c2ccccc2)n[nH]1	102&100	0.3&0.2
CC(CCc1ccccc1)NC(=O)CSc1nc2ccccc2[nH]1 (stereo unspecified)	100	-0.7
CCCNC(=O)NC1CCC(CC)CC1 (stereo unspecified)	105	1.4
CC(C(=O)O)c1nn(C)c(=O)c2ccccc12 (stereo unspecified)	103	0.3
COc1ccc(NC(=O)CCS(=O)(=O)c2nc(-c3cccs3)cc(C(F)(F)F)n2)cc1OC	107	0.4
Nc1nc(SCC(=O)c2ccc3c(c2)OCCO3)nc(-c2ccccc2)n1	101	0.1
CCOC(=O)c1cc2c(ccn2-c2ccc(F)cc2)n1CC(=O)Nc1ccc(OC)cc1	100	-0.6
Cn1c(C2COc3ccccc3O2)n[nH]c1=S (stereo unspecified)	101	-0.5
CC(=O)c1ccc(N2CCN(C(=O)Nc3cn(CC(C)C)c(=O)c4ccccc34)CC2)cc1	76*	-2.2*
COC(=O)Cn1cnc2c(cnn2-c2ccccc2C)c1=O	100	-0.7
O=C(O)CCc1nn2cnc3sc4c(c3c2nc1=O)CCCC4	100	-0.4
O=C1c2ccncc2C(=O)N1c1ccc(N2CCOCC2)cc1	101	0

One compound at a time (already shown). Order of values: Polio RdRp inh, Polio RdRp inh FP z-score
Entry for CC(=O)c1ccc(N2CCN(C(=O)Nc3cn(CC(C)C)c(=O)c4ccccc34)CC2)cc1 = 76*, -2.2*
Entry for O=C1c2ccncc2C(=O)N1c1ccc(N2CCOCC2)cc1 = 101, 0
Entry for COC(=O)Cn1cnc2c(cnn2-c2ccccc2C)c1=O = 100, -0.7
Entry for N=C(N)c1ccc(Cl)cc1 = 107, 1.2
Entry for COc1ccc(NC(=O)CCS(=O)(=O)c2nc(-c3cccs3)cc(C(F)(F)F)n2)cc1OC = 107, 0.4

The listing continues:
SMILES	Polio RdRp inh	Polio RdRp inh FP z-score
O=C(c1ccc(Cl)cc1)N(Cc1cccs1)C1CCS(=O)(=O)C1 (stereo unspecified)	100	-0.1
O=C(Nc1ccc2ccccc2c1)C(=O)c1c(O)[nH]c2ccccc12	102	0
Cc1c(C(=O)NCCc2ccc(S(N)(=O)=O)cc2)sc2nc3n(c(=O)c12)CCCC3	103	-0.6
CC(C)CNC(=O)CCSc1nc(-c2ccc3c(c2)OCO3)cc(C(F)(F)F)n1	99	-0.9
COc1ccc(Cl)cc1Nc1ccc2cc(S(=O)(=O)N3CCCCC3)ccc2n1	117	2
CCCNC(=O)C1CCN(c2nc3ccc(C)cc3[nH]2)CC1	104	-0.8
COc1ccc(-c2noc(CN(Cc3ccco3)S(C)(=O)=O)n2)cc1	102	0.2
O=C1CC(=Nc2ccc(F)cc2)NN1	104	0.1
COc1ccc(NC(=O)C(=O)NCC(c2cccnc2)N2CCc3ccccc3C2)cc1 (stereo unspecified)	105	-0.7
CC1C2=C(CC(C)(C)CC2=O)OC2=C1C(=O)CC(C)(C)C2	108	0.6
COc1cccc(N2CCNCC2)c1	100	-0.8
COc1ccc(C2/C(=C(\O)c3ccccc3)C(=O)C(=O)N2CCN2CCOCC2)cc1 (stereo unspecified)	103	0.3
O=C(Nc1ccc(F)cc1F)c1cc2c(=O)n3ccccc3nc2s1	101	-0.8
CC(NC(=O)NC1(c2ccccc2)CC1)C12CC3CC(CC(C3)C1)C2 (stereo unspecified)	103	0
COc1cccc(CNC(=O)CCc2cn(Cc3ccccc3Cl)c3ccccc23)c1	106	-0.1
O=S(=O)(NC1CCCCC1)c1ccc(-c2cc(C(F)(F)F)no2)s1	102	0.6
O=C(CN1CCN(c2ccc(Cl)cc2)CC1)Nc1ccc(F)c(F)c1	103	0.1
Cc1ccccc1C(=O)Nc1cc2c(cc1N1CCOCC1)n(C)c(=O)n2C	107	0.5
O=c1[nH]c2ccc(Cl)cc2c(-c2ccccc2)c1-[n+]1ccccc1	104	0.5
O=C(CN1CCC(n2nnc3ccccc32)CC1)N(C1CCCCC1)C1CCCCC1	104	1.5
N#C/C(=C\c1ccc[nH]1)C(=O)NCCc1ccccn1	101	0
COc1ccc(NC(=O)C(C)Sc2nc(C)cc(=O)[nH]2)cc1 (stereo unspecified)	101	0
Oc1cccc(Nc2nc(-c3ccc(F)cc3F)cs2)c1	100	-0.4
CN1CCC2(CC1)C(C#N)=C(N)Oc1n[nH]c(C(=O)OC(C)(C)C)c12	102	0.2
O=C(Nc1ccc2[nH]c(=O)c(=O)[nH]c2c1)c1cccc(F)c1	102	-0.7
Cc1cc(C)n(-c2nnc(C)n2/N=C/c2cc(Br)ccc2OCc2ccccc2)n1	101	0.2
O=C(O)c1ccc(N=Cc2c(-c3ccccc3)[nH]oc2=O)cc1	105	0.1
CN(C(=O)CN1C(=O)C2CC=CCC2C1=O)C(c1ccccc1)c1ccccc1 (stereo unspecified)	105	-0.1
O=C(NC(Cc1c[nH]c2ccccc12)C(=O)O)c1ccccc1Cl (stereo unspecified)	104	0.9
Cc1ccc(OC(=O)CSc2nnc(-c3ccc4c(c3)OCO4)o2)cc1	104	-0.5
COc1ccc2c(COC(=O)CC3Oc4ccccc4NC3=O)cc(=O)oc2c1 (stereo unspecified)	102	0.1
Cc1ccc(CSc2cn(CC(=O)N3CCCCC3)c3ccccc23)cc1	109	-0.6
O=C(CCC1=NS(=O)(=O)c2ccccc2N1)NCc1cccs1	98	-1.4

Some of the compounds tested. The share of hits here may be higher or lower than overall.
